GSTO1 inh – counter-screen for RBBP9 inhibitors: inhibitors of human GSTO1; P78417; recombinant GSTO1, activity-based probe fluorescence polarization; inhibition, % at 5.96 µM; hit rate 1.1% among 300,000; AID 1974;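 active means inhibition above the campaign mean inhibition plus 3 SD, cut at about 35% in these data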;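 further: 0% = GSTO1-1 with DMSO and 100% = wells lacking GSTO1-1 enzyme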
Target sequence (P78417 whole entry, looked up): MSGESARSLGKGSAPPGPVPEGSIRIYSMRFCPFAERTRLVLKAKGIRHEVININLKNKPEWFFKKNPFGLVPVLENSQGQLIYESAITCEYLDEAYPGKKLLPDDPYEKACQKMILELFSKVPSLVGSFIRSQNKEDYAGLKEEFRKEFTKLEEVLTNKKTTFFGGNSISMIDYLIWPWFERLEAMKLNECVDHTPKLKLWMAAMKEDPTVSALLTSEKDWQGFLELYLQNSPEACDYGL
LYPLA1 counter – blocks human lysophospholipase 1, a PME1 counter-screen | hit rate 0.16% among 320,000 | AID 2174 | recombinant LYPLA1, FP-Rh probe fluorescence polarization | inhibition, % at 5.9 µM | O75608;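 active means inhibition above the mean of all tested compounds plus 3 SD, set per campaign, cut at about 14% in these data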;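 further: inhibitors block serine hydrolase probe labeling of LYPLA1 so polarization falls; 0% = enzyme with DMSO and 100% = wells lacking LYPLA1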
Target sequence (O75608 whole entry, looked up): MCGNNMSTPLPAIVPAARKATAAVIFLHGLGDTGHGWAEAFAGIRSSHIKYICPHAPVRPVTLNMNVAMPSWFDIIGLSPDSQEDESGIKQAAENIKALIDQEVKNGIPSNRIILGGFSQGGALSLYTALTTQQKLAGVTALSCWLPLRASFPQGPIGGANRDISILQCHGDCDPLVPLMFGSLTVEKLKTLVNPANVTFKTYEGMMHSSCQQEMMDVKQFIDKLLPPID
PAFAH1B2 inh – PAFAH1B2 (human) inhibition; P68402; recombinant PAFAH1B2, FP-rhodamine activity probe, fluorescence polarization; inhibition, % at 3.39 µM; hit rate 1.2% among 340,000; AID 492953;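 active means inhibition above the mean of all tested compounds plus 3 SD, cut at about 24% in these data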;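 further: 0% = enzyme with DMSO and 100% = wells lacking PAFAH1B2; many of its hits are not listed in these tables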
PAD4 FP inh – PAD4 (human) enzyme inhibition; Q9UM07; recombinant PAD4, RCA probe fluorescence polarization; inhibition, % at 6.36 µM; hit rate 0.41% among 330,000; AID 485272;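 active means percent inhibition above a cutoff equal to the mean of all tested compounds plus 3 SD, cut at about 15% in these data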;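 further: 0% = PAD4 with RCA probe and DMSO and 100% = probe without PAD4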
pPAFAH inh – pPAFAH (human) enzyme inhibition | AID 463082 | Q13093 | recombinant pPAFAH, FP-rhodamine probe fluorescence polarization | inhibition, % at 3.39 µM | hit rate 1.5% among 330,000;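 active means inhibition above the mean inhibition across the screen plus 3 SD, cut at about 25% in these data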;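 further: inhibitors block binding of the rhodamine activity-based probe so polarization drops; 0% = enzyme with DMSO and 100% = wells lacking pPAFAH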
Target sequence (Q13093 whole entry, looked up): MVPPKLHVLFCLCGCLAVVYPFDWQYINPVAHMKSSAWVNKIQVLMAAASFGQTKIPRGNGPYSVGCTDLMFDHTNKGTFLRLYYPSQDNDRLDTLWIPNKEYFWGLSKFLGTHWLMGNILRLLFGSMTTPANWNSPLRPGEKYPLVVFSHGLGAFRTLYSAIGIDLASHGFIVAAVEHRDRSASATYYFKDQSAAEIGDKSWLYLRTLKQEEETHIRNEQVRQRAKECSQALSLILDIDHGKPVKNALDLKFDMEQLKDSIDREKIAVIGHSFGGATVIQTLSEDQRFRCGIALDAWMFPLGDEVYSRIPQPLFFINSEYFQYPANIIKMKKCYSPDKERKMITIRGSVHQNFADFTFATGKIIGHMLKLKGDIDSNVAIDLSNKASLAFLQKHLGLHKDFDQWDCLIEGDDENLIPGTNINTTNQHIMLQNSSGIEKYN
PAFAH1B3 FP inh – blocks human PAF acetylhydrolase 1B catalytic subunit 3; Q15102; recombinant PAFAH1B3, FP-rhodamine probe, fluorescence polarization; inhibition, % at 3.39 µM; hit rate 0.28% among 340,000; AID 492972;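 active means inhibition above the screen-wide average of all tested compounds plus 3 SD, cut at about 25% in these data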;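 further: 0% = enzyme with DMSO only and 100% = wells lacking PAFAH1B3 protein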
PME-1 primary – blocks human protein phosphatase methylesterase 1. hit rate 0.53% among 320,000. recombinant PME-1, FP-Rh probe fluorescence polarization. Q9Y570. inhibition, % at 5.9 µM;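 active means inhibition above the campaign mean of all compounds plus 3 SD, cut at about 26% in these data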;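 further: competitive labeling of PME-1 active site by serine hydrolase directed probe; 0% = PME-1 with DMSO and 100% = wells lacking PME-1 enzyme; inhibitors block probe labeling so polarization falls and inhibition rises; many of its hits are not listed in these tables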
PAFAH2 FP inh – inhibitors of human PAFAH2; Q99487; recombinant PAFAH2, FP-rhodamine activity probe, fluorescence polarization; inhibition, % at 3.39 µM; hit rate 0.99% among 340,000; AID 492956;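 active means inhibition above the mean over all tested compounds plus 3 SD, cut at about 30% in these data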;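 further: inhibitors block probe labeling of enzyme so polarization drops; 0% = enzyme with DMSO and 100% = wells lacking PAFAH2 protein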
LYPLA2 inh – counter-screen for PME1 inhibitors: inhibitors of human LYPLA2 | O95372 | recombinant LYPLA2, FP-Rh probe fluorescence polarization | inhibition, % at 5.9 µM | hit rate 0.38% among 320,000 | AID 2177;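 active means inhibition above the screen-wide mean plus 3 SD, limit set per campaign, cut at about 26% in these data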;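 further: 0% = LYPLA2 with DMSO and 100% = wells lacking LYPLA2 enzyme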
An asterisk follows results filed as active; · = not tested or not shown. Only part of the results is shown (hit frequency here may not be typical).

compound	PME-1 primary	PAFAH1B2 inh	PAFAH1B3 FP inh	PAD4 FP inh	LYPLA1 counter	LYPLA2 inh	GSTO1 inh	PAFAH2 FP inh	pPAFAH inh
CCCCNS(=O)(=O)c1ccc2nc(SCC(=O)N3CC(C)OC(C)C3)[nH]c2c1 (configuration not stated)	3	1	4	0	1	6	14	4	1
Cc1ccc(C(=O)NCC(=O)O)o1	-6	9	9	2	0	-2	12	-4	0
COc1cccc(CN2CCNC(=O)C2CC(=O)NC2CCCCCCC2)c1 (configuration not stated)	1	2	1	-11	1	-5	4	5	5
CN(Cc1nc2ccccc2n1C)C(=O)c1ccco1	2	3	3	-2	2	9	4	-5	0
CN(C(=O)c1ccncc1)c1nnc(-c2cccnc2)s1	3	9	9	-5	-2	-8	3	7	0
Cn1c(=O)n(C)c2cc([N+](=O)[O-])c(N3CCN(S(=O)(=O)c4ccc5ccccc5c4)CC3)cc21	6	-2	-14	4	4	5	7	1	1
COc1cc(C(=O)Nc2ccc(Oc3ncnc4sc(-c5ccccc5)cc34)cc2)cc(OC)c1OC	-2	4	7	0	1	-5	-2	-2	-1
COc1ccc(Cl)cc1NC(=O)C(C)OC(=O)c1ccc(NS(=O)(=O)c2ccc3[nH]c(=O)[nH]c3c2)cc1 (configuration not stated)	-8	-12	-19	-6	-23	-28	-182	-32	5
COc1cccc(C(=O)NNS(=O)(=O)c2ccc(F)cc2)c1	3	2	6	-3	1	-4	4	4	3
COC(=O)c1ccccc1NC(=O)c1cc(-c2ccc(O)cc2)on1	2	-1	-8	0	2	-3	4	-5	1

Additional records
compound	PME-1 primary	PAFAH1B2 inh	PAFAH1B3 FP inh	PAD4 FP inh	LYPLA1 counter	LYPLA2 inh	GSTO1 inh	PAFAH2 FP inh	pPAFAH inh
O=C(Nc1cccc(S(=O)(=O)N2CCOCC2)c1)c1cc2c(s1)CCC2	-2	5	0	-6	-7	-8	-10	4	-7
O=C(CCN1C(=O)c2ccccc2C1=O)Nc1cccc(F)c1	-1	1	2	1	-3	0	4	1	4
CCCNC(=O)c1cccc(S(=O)(=O)N2CC3(C)CC2CC(C)(C)C3)c1 (configuration not stated)	1	26*	0	1	2	-1	3	1	-1
CC1CCN(C(=O)CN(c2ccc3c(c2)OCCO3)S(=O)(=O)c2ccccc2)CC1	-1	4	6	-3	-1	5	2	6	-7
COc1ccc(CONS(=O)(=O)c2ccc(NC(C)=O)cc2)cc1Cl	3	0	-5	-3	-5	2	16	-10	24
O=C(c1cc(-c2ccc3c(c2)OCO3)on1)N1CCN(c2ccc(F)cc2)CC1	-4	4	0	-7	1	4	1	-3	0
CCN1CCN(Cc2c(O)ccc3c2O/C(=C\C=C\c2ccccc2)C3=O)CC1	6	0	-3	-6	1	1	7	36*	2
CCOc1ccc(/C=N/NC(=O)c2cc3ccccc3cc2OC)cc1	-11	2	-1	-3	-11	-4	-5	-5	9
Cc1cccnc1NC(=O)c1ccc2nc(N)sc2c1	-2	6	4	-1	3	7	13	6	3
COc1ccccc1C(=O)NNS(=O)(=O)c1ccc(F)cc1	-8	1	9	-4	-4	-13	3	1	-6

(more compounds)
compound	PME-1 primary	PAFAH1B2 inh	PAFAH1B3 FP inh	PAD4 FP inh	LYPLA1 counter	LYPLA2 inh	GSTO1 inh	PAFAH2 FP inh	pPAFAH inh
Nc1nnn(CC(=O)N/N=C/c2ccccc2)n1	0	3	0	1	2	1	0	-6	2
O=C(Nc1ccc(S(=O)(=O)N2CCCC2)cc1)c1ccccc1	1	2	7	2	-1	-3	0	4	3
COc1cc2c(cc1OC)CN(CC(=O)Nc1ccc(F)cc1)C(C(=O)O)C2 (configuration not stated)	-5	7	5	-2	3	-3	-4	1	-2
O=C(Nc1ccccc1O)c1ccc(Cl)cc1	-3	-1	-7	-2	0	-2	-1	5	0
O=C(Nc1cccc(Cl)c1)c1ccc(OC(=S)N2CCOCC2)cc1	-1	3	5	3	0	2	5	-3	4
CC(=O)Nc1nc(C)c(C(C)=O)s1	1	3	9	-5	-1	-3	-2	-5	-2
Cc1ccc(N)cc1S(=O)(=O)N(C)C	-5	7	5	-4	-2	1	3	4	-3
CCOC(=O)N/N=C/c1cc(C)n(-c2cccc3ccccc23)c1C	3	3	0	-1	-2	7	3	-5	3
CCCCOC(=O)C1CCCC(C)N1 (configuration not stated)	2	0	-5	-5	1	3	4	5	4
O=C(O)C1CSC(c2coc3ccccc3c2=O)N1 (configuration not stated)	-3	2	0	1	-5	0	30	-1	1

Next compounds follow:
compound	PME-1 primary	PAFAH1B2 inh	PAFAH1B3 FP inh	PAD4 FP inh	LYPLA1 counter	LYPLA2 inh	GSTO1 inh	PAFAH2 FP inh	pPAFAH inh
N#C/C(=C\c1cccc(Br)c1)C(=O)N1CCCCC1	3	6	2	4	1	1	-4	17	6
COc1ccc(NC(=O)Cc2ccccc2F)cc1S(=O)(=O)N1CCCCC1	-2	3	15	3	0	-1	·	-1	6
COc1ccc(/C=C/C(=O)Nc2cccc(N3CCOCC3)c2)cc1OC	3	-3	6	2	1	-3	4	0	4
Cc1cc(NC(=O)COC(=O)c2cccc(O)c2)no1	4	0	0	3	2	0	15	11	1
COc1cc(CNC(=O)C2CCC(=O)N(C3CCCCCC3)C2)cc(OC)c1 (configuration not stated)	-5	5	0	-2	0	-2	-4	-3	2
CC(C)N=C(Nc1ccc(Cl)cc1)c1cccnc1	-5	4	4	-10	1	0	7	-11	-3
O=C(CNS(=O)(=O)c1ccc(Cl)cc1)OCC(=O)N1CCCc2ccccc21	1	18	9	-6	0	1	-2	6	16
CC1NC(=O)N(C)[C@@H]2NC(=O)N(C)C(c3ccc([N+](=O)[O-])cc3)[C@@H]12 (some centres not stated)	3	2	-2	2	4	2	0	1	7
O=C(COc1ccccc1Cl)NNC(=O)c1ccc2nc[nH]c2c1	-4	2	3	1	-1	3	7	7	7
CC(=O)Oc1cc2c(C(=O)NCCCN3CCOCC3)c(C)oc2c2ccccc12	-3	2	2	-2	-2	4	11	-2	5

The listing continues.
compound	PME-1 primary	PAFAH1B2 inh	PAFAH1B3 FP inh	PAD4 FP inh	LYPLA1 counter	LYPLA2 inh	GSTO1 inh	PAFAH2 FP inh	pPAFAH inh
O=c1c2[nH]c3cccc(Cl)c3c2ncn1CCN1CCCCC1	-1	2	3	3	-1	1	-7	-10	2
CC(=O)Nc1ccc(Nc2cc(C)nc(Nc3ccc(NC(C)=O)cc3)n2)cc1	6	0	9	0	1	5	·	0	5
O=C(Cn1cc(C(F)(F)F)ccc1=O)N1CCc2ccccc21	·	5	-1	2	·	·	·	6	1
O=C(O)c1ccc(N2C(=O)c3ccc(C(=O)c4cccc([N+](=O)[O-])c4)cc3C2=O)cc1	7	0	-6	-2	1	3	1	3	1
O=[N+]([O-])c1cc2c(cc1CN1CCN(c3ccc(F)cc3)CC1)OCO2	-5	-6	16	-2	-1	4	8	-1	3
CCC(Sc1nc(-c2ccccc2)c(-c2ccccc2)[nH]1)C(=O)O (configuration not stated)	7	9	9	-2	-1	-3	-2	4	5
O=C(O)c1cccc(S(=O)(=O)N2CC=C(c3ccccc3)CC2)c1	5	16	-1	0	-5	-2	·	-1	6
CCOC(=O)c1sc(NC(=O)c2ccc(S(=O)(=O)N3CCCCCC3)cc2)nc1-c1ccccc1	0	-4	-2	-7	-9	-4	-5	-18	-4
COc1ccccc1C(=O)COC(=O)c1ccccc1O	-2	5	5	-6	-2	6	-10	2	0
CN(CCC#N)C(=O)COC(=O)c1ccc(CNS(=O)(=O)c2ccc(F)c(Cl)c2)cc1	-5	-2	5	-2	-1	7	8	0	10

Following part.
compound	PME-1 primary	PAFAH1B2 inh	PAFAH1B3 FP inh	PAD4 FP inh	LYPLA1 counter	LYPLA2 inh	GSTO1 inh	PAFAH2 FP inh	pPAFAH inh
COc1ccc2c(Cl)c(-c3nnc(SCC(=O)c4ccccc4)n3C)sc2c1	3	2	3	-5	1	5	1	8	14
O=C(COC(=O)c1ccccc1O)NCCC1=CCCCC1	0	0	3	-4	0	-6	-4	1	6
Cc1cnc(NC(=O)c2cccc(S(=O)(=O)N3CC(C)OC(C)C3)c2)s1 (configuration not stated)	-6	-2	4	-2	-2	2	8	-2	2
COc1ccc(NC(=O)N2CCN(C(=O)Nc3ccc(OC)cc3)CC2)cc1	-1	6	11	-3	0	-2	5	-4	1
O=C(O)Cn1c(-c2cscn2)nc2ccccc21	-2	3	3	0	0	7	3	1	3
COc1ccc(S(=O)(=O)N(C)C[C@H]2Oc3c(NS(=O)(=O)c4ccc(F)cc4)cccc3C(=O)N([C@H](C)CO)C[C@@H]2C)cc1	·	3	6	-5	·	·	·	-7	4
O=C(C1=C(O)C(=O)N(c2ncccn2)C1c1ccc(F)cc1)c1ccco1 (configuration not stated)	0	6	5	7	-1	4	-6	-1	-5
O=C(/C=C/c1ccco1)N(Cc1cccc(Br)c1)C1CCS(=O)(=O)C1 (configuration not stated)	3	6	5	-3	2	-2	-1	1	11
O=C(Oc1cccc(-n2cnnn2)c1)c1sc2ccccc2c1Cl	-5	4	7	-1	-2	-2	-4	9	-2
O=C(Nc1cccc(S(=O)(=O)N2CCCCC2)c1)c1ccc2ccccc2n1	-28	-4	-14	-5	-13	-20	-11	-23	-2

Additional records follow:
compound	PME-1 primary	PAFAH1B2 inh	PAFAH1B3 FP inh	PAD4 FP inh	LYPLA1 counter	LYPLA2 inh	GSTO1 inh	PAFAH2 FP inh	pPAFAH inh
CCNS(=O)(=O)c1cc(-c2nnc(OC)c3ccccc23)ccc1C	10	8	4	0	1	3	7	2	12
O=C(c1ccccc1F)N1CCN(S(=O)(=O)c2ccc3ccccc3c2)CC1	3	4	9	-3	-6	-8	2	6	4
Brc1ccc(-c2noc(-c3ccccc3)n2)o1	4	1	-5	2	0	4	7	-4	-2
COc1ccc2c(c1)CCc1c(C(=O)NCc3ccc(Cl)cc3)noc1-2	0	2	5	-2	0	-1	0	2	3

Ordered by length of the SMILES (lowest first): part of the list above.
compound	PME-1 primary	PAFAH1B2 inh	PAFAH1B3 FP inh	PAD4 FP inh	LYPLA1 counter	LYPLA2 inh	GSTO1 inh	PAFAH2 FP inh	pPAFAH inh
Brc1ccc(-c2noc(-c3ccccc3)n2)o1	4	1	-5	2	0	4	7	-4	-2
O=C(COC(=O)c1ccccc1O)NCCC1=CCCCC1	0	0	3	-4	0	-6	-4	1	6
O=C(Oc1cccc(-n2cnnn2)c1)c1sc2ccccc2c1Cl	-5	4	7	-1	-2	-2	-4	9	-2
CCNS(=O)(=O)c1cc(-c2nnc(OC)c3ccccc23)ccc1C	10	8	4	0	1	3	7	2	12
COc1ccc2c(c1)CCc1c(C(=O)NCc3ccc(Cl)cc3)noc1-2	0	2	5	-2	0	-1	0	2	3
COc1ccc(NC(=O)N2CCN(C(=O)Nc3ccc(OC)cc3)CC2)cc1	-1	6	11	-3	0	-2	5	-4	1
O=C(c1ccccc1F)N1CCN(S(=O)(=O)c2ccc3ccccc3c2)CC1	3	4	9	-3	-6	-8	2	6	4
O=C(C1=C(O)C(=O)N(c2ncccn2)C1c1ccc(F)cc1)c1ccco1 (configuration not stated)	0	6	5	7	-1	4	-6	-1	-5
Cc1cnc(NC(=O)c2cccc(S(=O)(=O)N3CC(C)OC(C)C3)c2)s1 (configuration not stated)	-6	-2	4	-2	-2	2	8	-2	2
COc1ccc(S(=O)(=O)N(C)C[C@H]2Oc3c(NS(=O)(=O)c4ccc(F)cc4)cccc3C(=O)N([C@H](C)CO)C[C@@H]2C)cc1	·	3	6	-5	·	·	·	-7	4

Bioassay records from PubChem.
